# M. tuberculosis HTS: M. tuberculosis growth inhibition, HTS (AID 449762) | M. tuberculosis H37Rv growth inhibition, 7H9 media; higher % means a stronger effect | one-dose inhibition, % at 25 µM; IC50 in µM for titrated hits | hit rate 0.59% among 330,000; in the data active = a potency from the dose series; inconclusive = inhibition above about 70% without an active follow-up result;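 note: bacterial growth assessed after seven days of incubation; strong numbers were not always called active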
# VEEV TC-83 Vero: inhibitors of VEEV TC-83 cytopathic effect, confirmation, Vero cells (AID 588727); hit rate 0.13% among 350,000; inhibition, % at 20 µM, or IC50 in µM where a hit was titrated; Vero cells, VEEV TC-83 cytopathic effect inhibition; higher % means a stronger effect; in the data active = a potency from the dose series; inconclusive = inhibition mostly from about 14% at the one dose, without a potency; inactive = the rest, 99 in 100 with inhibition below about 12%; note: strong numbers were not always called active
# Salmonella PhoP GFP: PhoP regulon inhibitors, Salmonella typhi PhoP promoter GFP reporter, confirmatory (AID 1850); Salmonella Typhi PhoP-promoter GFP reporter, fluorescence, 4 h; higher % means a stronger effect; one-dose inhibition, % at 50 µM; IC50 in µM for titrated hits; hit rate 0.33% among 310,000; in the data active = a potency from the dose series; inconclusive = inhibition mostly from about 25% at the one dose, without a potency; inactive = the rest, 99 in 100 with inhibition below about 19%;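 note: 0% = induced wells with vehicle and 100% = uninduced wells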
# influenza NS1A: NS1A inhibition, H1N1 influenza, cell based functional assay (AID 504329). NS1A functional cell-based assay, percent inhibition; higher % means a stronger effect. inhibition, % at 12.5 µM; hits with a dose series show IC50 in µM. hit rate 0.3% among 340,000; in the data active = a potency from the dose series; inconclusive = inhibition above about 27% without an active follow-up result; note: strong numbers were not always called active
# tuberculosis growth: growth inhibition of non-replicating M. tuberculosis (AID 488890); one-dose inhibition, % at 25 µM; IC50 in µM for titrated hits; hit rate 0.39% among 320,000; Mycobacterium tuberculosis non-replicating, growth inhibition; higher % means a stronger effect; in the data active = a potency from the dose series; inconclusive = inhibition mostly from about 82% at the one dose, without a potency; inactive = the rest, 99 in 100 with inhibition below about 76%;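 note: plate controls were DMSO cells for no effect and high antibiotic wells for full effect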
# VEEV TC-83 Vero 10K pilot screen: recorded beside VEEV TC-83 Vero, whose call it bears; inhibition, %; measured here: 10K pilot screen inhibition
# Numbers without * were called inactive; i = inactive; ? = inconclusive; . = no result given.
SMILES,M. tuberculosis HTS,VEEV TC-83 Vero,Salmonella PhoP GFP,influenza NS1A,tuberculosis growth,others
Cc1cc(S(=O)(=O)Nc2cccnc2)c(C)s1,3%,0.7%,-1%,8%,5%,
Cc1c(NC(=S)NC(=O)c2ccco2)cccc1-c1nc2ncccc2o1,-1%,0.7%,-14%,-8%,-14%,
CCCCNC(=O)CCCN1C(=O)c2cccnc2Sc2ccccc21,2%,0.8%,10%,-2%,5%,
COc1cc(/C=N/NC(=O)c2ccc(C)nc2)cc([N+](=O)[O-])c1O,17%,0.3%,3%,-21%,18%,
CN(C)c1ccc(N=Cc2c(O)n(CCC3=CCCCC3)c(=O)[nH]c2=O)cc1,3%,1.4%,-18%,-12%,9%,
Cc1cc(Cl)ccc1OCC(=O)OCC(=O)N1CCC(C(N)=O)CC1,3%,2.6%,.,-12%,0%,
Cc1ccc(C(=O)NN=Cc2ccc3c(c2)OCO3)cc1,.,1.3%,.,-1%,.,
COc1ccccc1-n1c(SCC(=O)O)nc2sc3c(c2c1=O)CCC3,-1%,i,1%,13%,6%,
CCCc1nc(NCCCOCC)c2nnn(Cc3ccccc3)c2n1,4%,1.1%,6%,-2%,17%,
CC(C)c1ccc(/C=C/C(=O)NC(=S)Nc2ccc(CN3CCOCC3)cc2)cc1,8%,i,2%,-2%,57%,VEEV TC-83 Vero 10K pilot screen=0.3
Cc1oc(-c2ccccc2F)nc1CS(=O)(=O)CC(=O)NCCCc1ccccc1,-3%,0.2%,5%,5%,-19%,VEEV TC-83 Vero 10K pilot screen=0.1
COc1cccc(C2C(C(=O)NCc3ccccc3)=C(C)Nc3ncnn32)c1 (configuration not stated),-7%,0.7%,6%,1%,0%,
COc1ccc(CNC(=O)C(C)Sc2nc3ccccc3c(=O)n2CCCN2CCOCC2)cc1 (configuration not stated),-3%,0.3%,-11%,3%,7%,
N#Cc1nc(-c2ccccc2)oc1N1CCN(C(=O)c2ccco2)CC1,-12%,7.4%,-2%,1%,17%,
S=C(NCC1CCCO1)Nc1ccc(Cl)cc1Cl (configuration not stated),-1%,2.2%,-6%,1%,?,VEEV TC-83 Vero 10K pilot screen=0.6
O=C(Cc1ccccc1[N+](=O)[O-])OCN1C(=O)c2ccccc2C1=O,1%,4.9%,-5%,1%,-4%,
O=C(Nc1ccc(Cl)cc1)ON=C1CCCC1,-11%,i,-1%,-2%,?,VEEV TC-83 Vero 10K pilot screen=5.2
COc1cc(OC)cc(C(=O)N2CCN(Cc3ccccc3Br)CC2)c1,3%,5.0%,4%,1%,14%,
CC(C)=CCc1c(-c2ccc(O)cc2O)oc2c3c(cc(O)c2c1=O)OC(C)(C)C=C3,-7%,.,7%,.,2%,
Cc1cc(C)cc(N2C(=O)CN(Cc3sccc3C)C2=S)c1,0%,3.5%,1%,4%,-14%,
COc1ccc(C(=O)OC/C(O)=C(\C#N)c2nc3ccccc3[nH]2)cc1S(=O)(=O)N1CCOCC1,-1%,11%,-4%,5%,-14%,
COC(=O)C1=C(CSc2nccn2C)NC(=O)NC1c1cc(C)ccc1C (configuration not stated),-11%,3.5%,2%,2%,10%,
CCCC1C2C(=O)N(c3cccc(C)c3)C(=O)C2ON1c1ccccc1 (configuration not stated),4%,0.4%,1%,-1%,1%,
CCOC(=O)c1cc(-c2ccccc2)sc1NC(=O)C(C)Sc1nnc(N)s1 (configuration not stated),-3%,9.4%,-5%,1%,24%,
COc1ccc(/C=C(/NC(=O)c2ccccc2Cl)C(=O)NCCCC(=O)O)cc1,-1%,0.3%,9%,0%,-2%,

# Next results:
SMILES,M. tuberculosis HTS,VEEV TC-83 Vero,Salmonella PhoP GFP,influenza NS1A,tuberculosis growth,others
Cc1c(Br)ccc(NC(=O)c2ccccc2[N+](=O)[O-])c1C,9%,i,-6%,3%,2%,
CCCc1cc(=O)[nH]c2nnc(SCC(=O)Nc3nccs3)n12,3%,1.6%,0%,-16%,20%,
O=C(Cn1cc2c(n1)CCCCC2)Nc1ccccc1Cl,-2%,i,17%,2%,8%,
CCOC(=O)C1CCN(C(=O)c2cccc(N3C(=O)NC4CC3(C)Oc3ccc(C)cc34)c2)CC1 (configuration not stated),1%,2.8%,-1%,-4%,3%,
Cc1nc2ccc(Br)cc2c(=O)n1Cc1cccs1,1%,2.6%,-3%,0%,10%,
CC(C)c1ccc2oc(=O)cc(CN3CCN(Cc4ccccc4)CC3)c2c1,?,i,-5%,3%,16%,
COc1ccc(C(=O)C2CCCN(Cc3ccc4c(c3)OCCO4)C2)cc1F (configuration not stated),13%,i,-10%,14%,7%,
O=C(Nc1cccc2ncccc12)c1cc(Br)ccc1Cl,-2%,0.7%,-4%,-2%,-6%,
CC(=O)N(C)C1=C(N2CCOCC2)C(=O)c2ccccc2C1=O,31%,5.9%,-10%,1%,78%,
COc1ccc(/C(C)=N/OCC(=O)N=Nc2c(O)[nH]c3ccc(Br)cc23)cc1,-3%,6.0%,-9%,-2%,-1%,
COc1ccccc1-n1c(CCn2nc(C)c(Br)c2C)n[nH]c1=S,-1%,1.0%,-8%,6%,-4%,
CCCc1nnc(NC(=O)c2ccc(N3C(=O)C4C5C=CC(C5)C4C3=O)cc2)s1 (configuration not stated),-7%,0.3%,-6%,-11%,-6%,
CCOC1OC(=O)C(Cl)=C1Nc1ccc(C)cc1 (configuration not stated),4%,i,-4%,1%,5%,
COc1ccc(NS(=O)(=O)c2ccc(C(=O)NCC3(N4CCOCC4)CCCCC3)cc2)cc1,2%,1.1%,.,7%,20%,
O=C(O)C1CN(c2ncccc2[N+](=O)[O-])C1,5%,i,8%,6%,-7%,
Cc1cccc2sc(NC(=O)CCNS(=O)(=O)c3cccc4nonc34)nc12,1%,9.2%,-6%,8%,11%,
CN1CCN(NC(=O)c2ccc(F)cc2)CC1,-5%,i,14%,3%,-19%,
Cc1ccc(C(=O)NN2CCOCC2)cc1[N+](=O)[O-],-6%,1.2%,1%,0%,-7%,
COCCN(Cc1cc2c(C)cc(C)cc2nc1Cl)C(=O)c1ccccc1F,4%,7.4%,-5%,-4%,47%,
Cn1c(SCc2cccc(Br)c2)nc2c1c(=O)[nH]c(=O)n2C,4%,i,-4%,-2%,8%,
O=C(Nc1ccon1)c1ccc(Br)s1,2%,2.1%,1%,-2%,21%,
COc1ccc(CN(CC(O)COCc2ccccc2)S(=O)(=O)c2ccccc2Br)cc1 (configuration not stated),.,2.1%,.,4%,.,
Cc1ccc(S(=O)(=O)NCC2CCC(C(=O)NCc3ccccn3)CC2)cc1 (configuration not stated),7%,0.1%,2%,6%,-4%,
CSc1ccc(CN(C)CC(=O)Nc2ccccc2C(=O)NC2CC2)cc1,-6%,7.3%,.,-3%,4%,
O=C(OCCCN=C1NS(=O)(=O)c2ccccc21)c1ccccc1F,1%,1.0%,-19%,-3%,-2%,

# Following part
SMILES,M. tuberculosis HTS,VEEV TC-83 Vero,Salmonella PhoP GFP,influenza NS1A,tuberculosis growth,others
Cc1cc2cccc(C)c2nc1SCC(=O)NCC1CCCO1 (configuration not stated),11%,1.6%,12%,-14%,4%,
COCCNc1nc(-c2cc3ccccc3o2)cs1,-1%,1.3%,8%,6%,25%,
NS(=O)(=O)c1cc2c(cc1Cl)NC(CC1CCCC1)NS2(=O)=O (configuration not stated),-1%,0.2%,11%,-23%,1%,
Cc1ccc(Nc2nc(N)nc(CSC(=S)N3CCN(c4ccccc4)CC3)n2)cc1,61%,1.8%,5%,23%,8%,VEEV TC-83 Vero 10K pilot screen=4.7
C[C@H](CO)N1C[C@H](C)[C@@H](CN(C)C(=O)NC2CCCCC2)Oc2ccc(NC(=O)Cn3cnnn3)cc2C1=O,4%,i,.,-4%,-7%,
COc1ccc2cc(S(=O)(=O)N3CCCC3)ccc2c1,-10%,1.9%,-5%,-7%,2%,
COc1ccc(NC(=O)c2cc(-c3ccc(C)cc3O)n[nH]2)c(OC)c1,61%,0.8%,-7%,23%,-13%,
Fc1ccccc1Cn1c2[n+](c3ccc(C(F)(F)F)cc31)CCCCC2,1%,0.2%,5%,-2%,44%,
CN(C)c1ccc(N=Nc2ccccc2C(=O)OCC(=O)N2CCCCCC2)cc1,12%,11%,2%,28%,?,
CCOc1ccc(/C=C/C2=CC(C)(C)NC(=S)N2)cc1,1%,0.2%,-4%,-8%,74%,
Cc1ccc2nsnc2c1NC(=O)c1cccnc1Cl,-4%,0.1%,-3%,9%,2%,
CC1(C)OC(=O)C(=CNCC(=O)NCC(=O)O)C(=O)O1,-4%,0.3%,1%,18%,-9%,
CC(C)=C(NC(=O)c1ccccc1)C(=O)N/N=C/c1ccc(O)cc1,2%,1.1%,-2%,-3%,15%,
CCOC(=O)C(=O)/C(C#N)=C/Nc1ccc(Cl)cc1,3%,0.1%,6%,2%,2%,
CCOC(=O)Cc1csc(NC(=S)NC(=O)C(C)(C)C)n1,-2%,i,-5%,-3%,-19%,
CCN(CC)C(=O)c1cnn(-c2ccccc2)c1NC(=O)c1ccccc1F,-8%,i,-1%,-2%,-8%,
COc1ccc(C(=O)Nc2ccc3c(c2)OCCO3)cc1[N+](=O)[O-],-6%,0.9%,9%,1%,-17%,

# Filtered by structure: the entries above containing two or more sulfur atoms.
SMILES,M. tuberculosis HTS,VEEV TC-83 Vero,Salmonella PhoP GFP,influenza NS1A,tuberculosis growth,others
Cc1cc(S(=O)(=O)Nc2cccnc2)c(C)s1,3%,0.7%,-1%,8%,5%,
COc1ccccc1-n1c(SCC(=O)O)nc2sc3c(c2c1=O)CCC3,-1%,i,1%,13%,6%,
Cc1cc(C)cc(N2C(=O)CN(Cc3sccc3C)C2=S)c1,0%,3.5%,1%,4%,-14%,
CCOC(=O)c1cc(-c2ccccc2)sc1NC(=O)C(C)Sc1nnc(N)s1 (configuration not stated),-3%,9.4%,-5%,1%,24%,
CCCc1cc(=O)[nH]c2nnc(SCC(=O)Nc3nccs3)n12,3%,1.6%,0%,-16%,20%,
Cc1cccc2sc(NC(=O)CCNS(=O)(=O)c3cccc4nonc34)nc12,1%,9.2%,-6%,8%,11%,
NS(=O)(=O)c1cc2c(cc1Cl)NC(CC1CCCC1)NS2(=O)=O (configuration not stated),-1%,0.2%,11%,-23%,1%,
Cc1ccc(Nc2nc(N)nc(CSC(=S)N3CCN(c4ccccc4)CC3)n2)cc1,61%,1.8%,5%,23%,8%,VEEV TC-83 Vero 10K pilot screen=4.7
CCOC(=O)Cc1csc(NC(=S)NC(=O)C(C)(C)C)n1,-2%,i,-5%,-3%,-19%,
